Screening results deposited in PubChem BioAssay by Southern Research Specialized Biocontainment Screening Center.
Rac1 GTP hydrolysis – MgcRacGAP GTPase-activating activity inhibitors, confirmation, biochemical, ADP Hunter fluorescence | MgcRacGAP-stimulated Rac1 GTP hydrolysis, ADP Hunter fluorescence; higher % means a stronger effect; GST-tagged Rac1 F28L mutant substrate | inhibition, % at 30 µM, or IC50 in µM where a hit was titrated | 0.6% of 340,000 active | AID 624330;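 active means first-screen hits whose inhibition reached a set limit at any dose in the follow-up dose series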;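 further: fluorescence reports GDP produced by GAP-driven GTP hydrolysis; strong numbers were not always called active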
NS5 inhibitors – flavivirus cap methylation enzyme inhibition – biochemical, confirmation dose response, primary screen (AID 588689); Dengue-2 NS5 methyltransferase capping enzyme assay, biochemical; higher % means a stronger effect; one-dose inhibition, % at 25 µM; IC50 in µM for titrated hits; 0.3% of 340,000 active; in the data active means a potency from the dose series
K1F lysis inhibition – protection from phage-mediated lysis, alamar blue read-out – E. coli UTI89, K1F phage, bacterial capsule biogenesis inhibitors (AID 488966) | E. coli UTI89 K1F phage lysis, alamar blue, 2 h; higher % means a stronger effect | one-dose inhibition, % at 100 µM; IC50 in µM for titrated hits | 0.02% of 340,000 active;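 active means phage lysis inhibition, versus mean bacterial control, above a set limit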;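 further: capsule biogenesis inhibitors block K1F phage lysis so surviving cells raise fluorescence; higher fluorescence means more inhibition of phage lysis; actives were called in the ten point dose series up to 300 µM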
* = called active by the depositor; [ ] = another dose, or the depositor's remark.

Screening O=P(N1CC1)(N1CC1)N1CCc2ccccc21 returned Rac1 GTP hydrolysis 2%, NS5 inhibitors -2% and K1F lysis inhibition 2.4%.
O=C1NC2C(O)C(O)C(O)C(O)C2c2cc3c(c(O)c21)OCO3 (stereo unspecified) was read as Rac1 GTP hydrolysis 6%, NS5 inhibitors 5% and K1F lysis inhibition 0.6%.
Cn1c(=O)oc(=O)c2ccccc21 was read as Rac1 GTP hydrolysis 1%, NS5 inhibitors 2% and K1F lysis inhibition -4.8%.
CC(=O)OC1CCC2(C)C3CCC4(C)C(OC(C)=O)CCC4C3C(C)C2(O)C1 (stereo unspecified) was read as Rac1 GTP hydrolysis 8%, NS5 inhibitors 4% and K1F lysis inhibition -5.7%.
CC(=O)OC1CCC2(C)C(CCC3C2CC(=O)C2(C)C3CC(N3CC3)C2C(C)=O)C1 (stereo unspecified) was read as Rac1 GTP hydrolysis -1%, NS5 inhibitors 0% and K1F lysis inhibition 0.6%.
`COc1cc(C2c3cc(O)c(OC)cc3CC3C(=O)OCC32)ccc1O` (stereo unspecified) gave Rac1 GTP hydrolysis 8%, NS5 inhibitors -8% and K1F lysis inhibition 3.9%.
Screening CC1CC2(C)C(=CC1=O)CCC1C3CCC(C)(O)C3(C)CC3OC312 (stereo unspecified) returned Rac1 GTP hydrolysis 2%, NS5 inhibitors -4% and K1F lysis inhibition -0.7%.
CCOC(=O)[C@]12Cc3cc4c(cc3[C@H]1N(Cc1ccccc1)C(=O)c1ccccc12)OCO4 was read as Rac1 GTP hydrolysis 7%, NS5 inhibitors -3% and K1F lysis inhibition 6.3%.
For CCCCC1(CCC)C(=O)NC(=S)NC1=O the results were Rac1 GTP hydrolysis 3%, NS5 inhibitors 2% and K1F lysis inhibition -0.6%.
Screening CS(=O)(=O)CCN1CC2CCCC(C2)C1 returned Rac1 GTP hydrolysis -3%, NS5 inhibitors -9% and K1F lysis inhibition -0.8%.
For CCCC1(CC(C)C)C(=O)NC(=S)NC1=O the results were Rac1 GTP hydrolysis -1%, NS5 inhibitors -8% and K1F lysis inhibition -0.5%.
Screening C[C@]1(O)CC[C@H]2[C@@H]3CCC4=CC(=O)CC[C@]4(C)[C@@]3(F)[C@@H](O)C[C@@]21C returned Rac1 GTP hydrolysis 6%, NS5 inhibitors -13% and K1F lysis inhibition 0.9%.
CC(=O)C1CCC2C3C(N4CC4)CC4=CC(=O)CCC4(C)C3CCC12C (stereo unspecified) was read as Rac1 GTP hydrolysis 2%, NS5 inhibitors -5% and K1F lysis inhibition 0.7%.
Screening Cc1ccc(CN2CCC3CCC(C3)C2)c(O)c1 (stereo unspecified) returned Rac1 GTP hydrolysis 4%, NS5 inhibitors -7% and K1F lysis inhibition -0.3%.
`CCCCCCCCCCOC(=O)CCN1CC1` gave Rac1 GTP hydrolysis 1%, NS5 inhibitors 3% and K1F lysis inhibition inactive.
`Cc1ccc(N)cc1Cl` gave Rac1 GTP hydrolysis 2%, NS5 inhibitors 1% and K1F lysis inhibition 0.8%[50 µM].
Screening COc1cc2oc(=O)c(CC(=O)N3C[C@H]4C[C@@H](C3)c3cccc(=O)n3C4)c(C)c2cc1Cl returned Rac1 GTP hydrolysis 5%, NS5 inhibitors 0% and K1F lysis inhibition -0.2%.
For CC(NC(=O)N1CC1(C)C)c1ccccc1 (stereo unspecified) the results were Rac1 GTP hydrolysis 3%, NS5 inhibitors 3% and K1F lysis inhibition 10%.

The list is partial; the hit share may differ from the screen's.
